PPARg SRC-2 ag = PPARgamma-driven SRC-2 recruitment agonism | PPARgamma LBD-SRC-2 recruitment, biochemical | activation, % at 8 µM | 0.34% of 200,000 active; in the data active = activation above about 22%;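 also: 0% = vehicle and 100% = reference agonist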
Target sequence (P37231 whole entry, looked up, the tested form may be a part): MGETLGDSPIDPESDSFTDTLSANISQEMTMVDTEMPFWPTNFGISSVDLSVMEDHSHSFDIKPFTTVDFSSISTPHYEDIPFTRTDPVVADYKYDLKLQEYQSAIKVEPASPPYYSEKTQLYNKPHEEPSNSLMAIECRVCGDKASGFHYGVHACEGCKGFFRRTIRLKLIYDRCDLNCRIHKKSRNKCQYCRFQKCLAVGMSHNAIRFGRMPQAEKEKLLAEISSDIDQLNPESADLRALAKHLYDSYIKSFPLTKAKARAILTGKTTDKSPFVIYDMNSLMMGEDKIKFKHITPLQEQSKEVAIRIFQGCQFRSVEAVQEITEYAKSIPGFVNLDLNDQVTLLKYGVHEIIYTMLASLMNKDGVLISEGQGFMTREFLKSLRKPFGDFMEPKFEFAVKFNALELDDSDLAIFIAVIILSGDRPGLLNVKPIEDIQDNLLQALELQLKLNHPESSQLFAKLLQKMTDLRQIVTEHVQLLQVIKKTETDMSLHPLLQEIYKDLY
bIAP act = increases bovine intestinal alkaline phosphatase activity; purified bovine IAP, CDP-star luminescence, 30 min; stronger effect = higher value; fold of DMSO-control signal, blank-subtracted; activation factor at 20 µM; 0.17% of 200,000 active;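 active = activation factor of 2 or more at 20 µM, a signal rise over negative controls twice the positive control's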
PPARg SRC1 recr = promotes SRC-1 coactivator recruitment by human PPARgamma. 0.41% of 200,000 active. P37231. AID 631. activation, % at 8 µM. PPARgamma-SRC-1 coactivator recruitment biochemical assay; in the data active = activation above about 19%;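 also: 0% = DMSO and 100% = reference agonist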
TNAP inh noacc = blocks human TNAP activity with no phosphate acceptor present; purified TNAP, CDP-star luminescence, 30 min; inhibition, % at 20 µM; 0.26% of 200,000 active;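 active = tissue-nonspecific alkaline phosphatase inhibition above about 50% at 20 µM in the single-dose screen, limit read from the data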;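 also: 0% = DMSO negative control and 100% = EDTA positive control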
Target sequence (P05186 whole entry, looked up): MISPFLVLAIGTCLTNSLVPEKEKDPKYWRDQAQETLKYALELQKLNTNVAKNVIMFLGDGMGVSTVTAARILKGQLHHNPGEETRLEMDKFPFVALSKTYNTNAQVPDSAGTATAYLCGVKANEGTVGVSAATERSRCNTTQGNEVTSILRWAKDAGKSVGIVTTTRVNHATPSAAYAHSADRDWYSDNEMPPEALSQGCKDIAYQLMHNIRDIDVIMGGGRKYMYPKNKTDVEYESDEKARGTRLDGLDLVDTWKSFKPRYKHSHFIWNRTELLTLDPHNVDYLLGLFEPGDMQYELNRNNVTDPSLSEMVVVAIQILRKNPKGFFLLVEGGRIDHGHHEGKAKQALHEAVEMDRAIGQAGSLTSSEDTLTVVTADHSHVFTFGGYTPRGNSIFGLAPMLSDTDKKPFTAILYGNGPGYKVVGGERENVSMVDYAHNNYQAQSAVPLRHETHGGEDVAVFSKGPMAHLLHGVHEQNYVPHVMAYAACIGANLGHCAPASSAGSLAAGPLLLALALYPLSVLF
bIAP inhibitor = intestinal alkaline phosphatase (bovine) inhibition | 190,000 tested, under 10 active | inhibition, % at 20 µM | purified bovine IAP, CDP-star luminescence, 30 min;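 active = over 50% inhibition of intestinal alkaline phosphatase at 20 µM in the single-dose screen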
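System: Purified bovine intestinal alkaline phosphatase (IAP) enzyme | Input: IAP diluted 1/65,000,000 in the well | Also added: CDP-star chemiluminescent phosphatase substrate, 30 µM final | Dosing: 20 µM single dose | Times: Enzyme reaction for 30 min at room temperature | Detection: Luminescence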
TNAP act hiacc = activators of human TNAP at high phosphate acceptor concentration; P05186; purified TNAP, CDP-star luminescence, 1 M DEA, 30 min; stronger effect = higher value; 0 = EDTA background, 1 = DMSO-only activity; activation factor at 20 µM; 200,000 tested, under 10 active; AID 1136;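 active = activation factor at least 2 at 20 µM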
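system = human TNAP | amount = enzyme diluted 1/800 final | reagent = 100 µM CDP-star substrate | signal = luminescent substrate turnover signal | dosing = one dose, 20 µM | benchmarks = EDTA negative control, DMSO positive control | measure = activation factor | timing = 30 min reaction, room temperature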
SRC2 TRFRET art = flags TR-FRET format artefacts in PPARgamma SRC-2 recruitment agonist screen; 0.4% of 200,000 active; AID 1049; TR-FRET artefact counter-screen; stronger effect = higher value; TR-FRET ratio at 8 µM; in the data active = TR-FRET ratio above about 2000; also: inactives centre near 1500
HMGR II inh = blocks class II HMG-CoA reductase of Enterococcus faecalis | AID 1066 | 0.41% of 190,000 active | purified E. faecalis HMGR, NADPH absorbance 340 nm kinetic | inhibition, % at 10 µM;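 active = inhibition above a set limit, the median over all tested compounds plus 3 SD, cut at about 9.5% in these data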;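 also: enzyme runs in reverse so mevalonate oxidation gives rising NADPH absorbance; 0% = complete reaction with DMSO and 100% = background rate lacking mevalonate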
TNAP inh hi DEA = TNAP (human) inhibition, high acceptor; purified TNAP, CDP-star luminescence, 1 M DEA; inhibition, % at 20 µM; P05186; 0.03% of 200,000 active;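 active = over 50% inhibition of tissue-nonspecific alkaline phosphatase at 20 µM in the single-dose screen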;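 also: plate controls were DMSO wells for no effect and EDTA-quenched wells as full inhibition for full effect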
PPARg SRC-3 ag = agonists of human PPARgamma SRC-3 coactivator recruitment; P37231; biochemical PPARgamma/SRC-3 coactivator recruitment assay; activation, % at 8 µM; 0.26% of 200,000 active; AID 731; in the data active = activation above about 23%;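 also: 0% = DMSO and 100% = reference agonist; some compounds past the cut are filed as inactive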
Starred values were filed as active, the others as inactive; x = no result given. The order is random, and some 1.6% of all compounds hit somewhere here.

compound | TNAP act hiacc | bIAP act | PPARg SRC1 recr | PPARg SRC-2 ag | bIAP inhibitor | SRC2 TRFRET art | TNAP inh noacc | TNAP inh hi DEA | HMGR II inh | PPARg SRC-3 ag
O=c1[nH][nH]c(C(F)(F)F)c1C=Nc1ccccc1 | 1 | 1 | -9 | -6 | 3 | 1638 | 35 | 1 | -4 | 8
COC(=O)[C@@H](NC(=O)N1CCN(c2cccc(C(F)(F)F)c2)CC1)C(C)C | 1 | 0.9 | -1 | 2 | 6 | 1477 | -18 | -3 | 0 | 3
Clc1ccccc1CO/N=C1\CCCc2nonc21 | 1 | 0.5 | 8 | 1 | 47 | 1432 | -12 | -4 | 1 | -1
CCn1c(=S)[nH]c2ccccc21 | 1 | 1.5 | -8 | -12 | -48 | 1418 | 7 | 0 | -2 | 4
Nc1nonc1C(=O)N/N=C/c1ccncc1 | 1 | 1.1 | 1 | 12 | -10 | 1644 | -5 | -5 | 8 | 7
COc1ccc(OC)c(C(=O)N2CCC(C(=O)c3ccc(F)cc3)CC2)c1 | 1 | 1.2 | -3 | 1 | -19 | 1482 | -10 | -4 | 1 | -5
Cc1ccc(-n2ccc(=O)c(-c3ccnc(SCc4cccc(Cl)c4)n3)n2)cc1 | 1 | 0.9 | 1 | 13 | 5 | 1530 | -2 | -4 | 1 | 8
CC(C)CC(NC=C1C(=O)OC(C)(C)OC1=O)C(=O)O (stereo not given) | x | x | 3 | -6 | x | 1728 | x | x | -4 | 4
CCOc1ccccc1Nc1nnc(SCc2nnc(-c3cc(OC)c(OC)c(OC)c3)o2)s1 | 1 | 0.9 | -1 | 0 | 8 | 1487 | -10 | -1 | 2 | -1
CC(NC(=O)C12CC3CC(C1)CC(n1cncn1)(C3)C2)C12CC3CC(CC(C3)C1)C2 (stereo not given) | 1.1 | 1.1 | 10 | -6 | -6 | 1650 | -11 | -7 | -2 | -4
Cc1cc(NC(=O)c2ccc(NC(=O)C3CC3)cc2)no1 | 0.9 | 0.9 | 5 | 3 | 6 | 1538 | 6 | 9 | 2 | -1
C=CCN(C(=O)Cn1nnc2ccccc21)C(C(=O)NCCOC)c1ccc(OC)cc1OC (stereo not given) | 1 | 1 | -6 | 0 | -1 | 1500 | 3 | -3 | -1 | -3
CCOC(=O)c1cc(-c2ccccc2)sc1NC(=O)C(C)N1C(=O)NC(C)(c2ccc(Cl)cc2)C1=O (stereo not given) | 1 | 0.9 | 4 | 2 | 11 | 1486 | -8 | -4 | 1 | 2
CN(C)CCN(Cc1ccc(Cl)cc1)c1ccccn1 | 1 | 0.9 | 2 | -7 | 11 | 1423 | -7 | 1 | -5 | -1
Cc1ccc(C(C)C)c(OCC(=O)NNC(=O)C(C(C)C)N2C(=O)c3ccccc3C2=O)c1 (stereo not given) | 1 | 0.9 | 1 | 5 | 13 | 1659 | -82 | -2 | -4 | 2
CCc1ccc(N2C(=O)CN(Cc3sccc3C)C2=S)cc1 | 1.1 | 0.9 | 6 | 1 | 12 | 1505 | -13 | -5 | 1 | 4
CCCCC(=O)Nc1ccccc1C(C)C | 1.1 | 0.9 | 0 | -2 | 9 | 1642 | -7 | -6 | 2 | 3
Cc1ccc(C)c(NC(=O)C(NCC(C)(C)N2CCOCC2)c2ccccc2)c1 (stereo not given) | 1 | 1.2 | 1 | 3 | -16 | 1621 | -4 | 2 | -4 | -1
CCCNC(=O)C(NS(=O)(=O)c1cccc2nsnc12)c1ccccc1 (stereo not given) | 1.1 | 1 | 3 | 10 | 0 | 1451 | -2 | -6 | -2 | 5
Cc1cc(S(=O)(=O)NCc2ccccc2)ccc1OCC(=O)N1CCOCC1 | 1 | 1 | 6 | 0 | -2 | 1713 | -10 | -3 | -5 | 3
Cc1ccc(C(NC(=O)c2ccccc2)C(Cl)Cl)cc1 (stereo not given) | 1 | 0.7 | 1 | 0 | 28 | 1667 | 19 | -4 | -9 | 5
COc1ccccc1CNc1nc2ccccc2n1CCN1CCCCC1 | 1.1 | 1 | 5 | 10 | 0 | 1480 | -9 | -6 | -9 | 10
O=C(CSc1nc2ccccc2[nH]1)NCc1ccco1 | 1.1 | 0.9 | 4 | 8 | 7 | 1423 | 0 | -8 | -4 | -3
COc1ccc(-c2csc(N(CC3CCCO3)C(=O)c3ccccc3)n2)cc1 (stereo not given) | 1 | 1.2 | 12 | 12 | -20 | 1602 | -14 | -2 | -8 | 4
O=C(NC1=NCCS1)c1cc(-c2ccc(F)cc2)nc2ccccc12 | 1 | 1.4 | -6 | 1 | -42 | 1648 | 14 | -2 | -4 | -2
COc1ccc(-c2ccnc3nc(/N=C/N(C)C)nn23)cc1 | 1.1 | 1.1 | 5 | 4 | -6 | 1660 | -16 | -6 | -2 | 3
COc1ccc(NC(=O)Cn2c(-c3ccccc3)cc(C(C)=O)c2C)c(OC)c1 | 1 | 1.3 | -2 | -4 | -27 | 1598 | -12 | -4 | -10 | 1
CCOC(=O)CCc1c(C)c(C#N)c2nc3ccccc3n2c1-n1ccnc1C | 1.1 | 0.9 | 9 | -3 | 8 | 1597 | -8 | -7 | -2 | 12
CN(C)S(=O)(=O)c1cccc(C(=O)OCC(=O)NCc2ccccc2)c1 | 1 | 0.8 | 6 | 6 | 17 | 1698 | -12 | -4 | 0 | -4
CC1(C)N=C(c2ccc(Cl)cc2)C(=O)N1 | 1 | 0.9 | -3 | 2 | 10 | 1466 | -16 | -2 | -6 | -3
CC(=O)N(C)C1=C(O)c2ccccc2C(=O)C1=O | 0.9 | 0.8 | -4 | -5 | 17 | 1408 | 2 | 6 | 0 | 9
COc1ccc(N2CCN(C3CC(=O)N(C)C3=O)CC2)cc1 (stereo not given) | 1 | 0.9 | 5 | 9 | 5 | 1856 | 1 | 0 | -1 | 13
Clc1cccc2sc(N3CCOCC3)nc12 | x | x | 11 | -4 | x | 1303 | x | x | x | 4
CCc1ccc2[nH]c(=O)c(CN(CCCN3CCOCC3)C(=O)Nc3ccc(F)cc3)cc2c1 | 1.1 | 1.1 | 5 | -4 | -6 | 1834 | -6 | -7 | -3 | 6
Cc1c(NC(=O)C(C)OC(=O)c2c3c(nc4ccccc24)CCC3)c(=O)n(-c2ccccc2)n1C (stereo not given) | 1 | 1 | 4 | 10 | 3 | 1762 | -8 | 2 | 0 | 1
C=CCn1c(C)cc(C(=O)CN2C(=O)c3ccccc3C2=O)c1C | 1 | 0.8 | 6 | 1 | 16 | 1411 | -11 | -4 | 0 | 1
CC1(C)CC(=O)C2=C(C1)N1C(=C(C#N)C2c2ccc(Cl)cc2)N=C(N)c2ccccc21 (stereo not given) | 1 | 1.1 | 2 | -2 | -14 | 1333 | -1 | 0 | -4 | 1
CCC(=O)N1CCc2cc(Br)cc(S(=O)(=O)CCC(=O)NCC3CCCO3)c21 (stereo not given) | 1 | 1 | 3 | 10 | -3 | 1543 | -14 | -4 | -3 | 1
COc1ccc(-c2ncc3ccccn23)cc1OC | 1.1 | 1 | -9 | -2 | 0 | 1563 | 5 | -7 | -2 | 15
O=C(O)CCCNC(=O)/C(=C\c1ccc(Cl)cc1)NC(=O)c1ccc(Br)cc1 | 1.1 | 1.1 | 0 | 6 | -6 | 1558 | 0 | -5 | -8 | 2
COCCN(CCOC)C(=O)C12CCC(C)(C(=O)C1)C2(C)C (stereo not given) | 1.1 | 1 | 4 | -8 | -4 | 1446 | -8 | -7 | -3 | -2
CCCCCCN(C(=O)CCCCCN1C(=O)NC(c2ccc(-c3ccccc3)cc2)C(C(=O)OCc2ccccc2)=C1C)C(C)C(=O)NCCCC (stereo not given) | 1.1 | 1 | 2 | 1 | -3 | 1442 | -17 | -5 | -7 | -3
COC(=O)c1ccccc1NC(=O)Cn1c(=O)n(Cc2ccccc2)c(=O)c2c(C)c(C)sc21 | 1 | 0.6 | 0 | 1 | 43 | 1434 | -11 | -3 | -8 | 3
CC(C)N(C)CCOC(=O)c1ccccc1Cl | 1 | 0.9 | 3 | 2 | 15 | 1574 | -13 | -4 | -1 | 3
O=S(=O)(O)c1nc2ccccc2n1CCOc1ccccc1 | 1 | 1 | 13 | 14 | 0 | 1548 | -11 | -5 | -1 | 13
NC(N)=NC1=NC(=O)/C(=C/c2ccccc2-n2cccn2)S1 | 1 | 1.1 | 10 | -1 | -9 | 1590 | -26 | 2 | -6 | 4
Cc1cc(/C=N\NC(=O)CC(=O)NC2CCCCC2)c(C)n1-c1ccc(Cl)c(Cl)c1 | 1.1 | 1 | -1 | 8 | 0 | 1510 | -12 | -8 | -3 | -9
CCOc1ccc(N(CC(=O)NC(C)CC)S(C)(=O)=O)cc1 (stereo not given) | 1 | 0.9 | -2 | 5 | 8 | 1544 | -2 | -1 | 0 | -1
Cc1ccc(C)c(NC(=O)COC(=O)CNC(=O)c2ccccc2Cl)c1 | 1 | 1 | -1 | -3 | 4 | 1527 | -8 | -4 | 7 | -2
COc1ccc(S(=O)(=O)NCCc2cn3cccc(C)c3n2)cc1OC | 1 | 0.9 | -11 | 4 | 5 | 1352 | 0 | 0 | -4 | -7

Grouped by structure: the compounds so far with a CF3 group (two)
compound | TNAP act hiacc | bIAP act | PPARg SRC1 recr | PPARg SRC-2 ag | bIAP inhibitor | SRC2 TRFRET art | TNAP inh noacc | TNAP inh hi DEA | HMGR II inh | PPARg SRC-3 ag
O=c1[nH][nH]c(C(F)(F)F)c1C=Nc1ccccc1 | 1 | 1 | -9 | -6 | 3 | 1638 | 35 | 1 | -4 | 8
COC(=O)[C@@H](NC(=O)N1CCN(c2cccc(C(F)(F)F)c2)CC1)C(C)C | 1 | 0.9 | -1 | 2 | 6 | 1477 | -18 | -3 | 0 | 3

Further structures.
compound | TNAP act hiacc | bIAP act | PPARg SRC1 recr | PPARg SRC-2 ag | bIAP inhibitor | SRC2 TRFRET art | TNAP inh noacc | TNAP inh hi DEA | HMGR II inh | PPARg SRC-3 ag
COCCOC(=O)C1=C(N)Oc2c(oc(CO)cc2=O)C1c1c(F)cccc1Cl (stereo not given) | 1.1 | 0.9 | 4 | 9 | 10 | 1539 | -14 | -6 | -2 | 0
O=C(Cc1ccccc1)NNS(=O)(=O)c1ccc(F)cc1 | 1 | 0.9 | 3 | -2 | 6 | 1534 | -1 | 2 | -1 | -5
O=C(/C=C/c1ccco1)Nc1cccc(NC(=O)/C=C/c2ccco2)n1 | 1 | 0.9 | -2 | -10 | 8 | 1526 | 2 | -5 | -6 | 2
Fc1ccc(NC(=S)NCc2ccccc2Cl)cc1 | 1.1 | 1.1 | -3 | -4 | -7 | 1711 | -8 | -9 | -4 | 1
COC(=O)Cc1[nH]n(-c2ccccc2)c(=O)c1C(C)=Nc1ccccc1 | 1 | 1.1 | 2 | 2 | -6 | 1675 | -7 | -4 | 0 | -3

In the list so far, 2 have bromine.
compound | TNAP act hiacc | bIAP act | PPARg SRC1 recr | PPARg SRC-2 ag | bIAP inhibitor | SRC2 TRFRET art | TNAP inh noacc | TNAP inh hi DEA | HMGR II inh | PPARg SRC-3 ag
CCC(=O)N1CCc2cc(Br)cc(S(=O)(=O)CCC(=O)NCC3CCCO3)c21 (stereo not given) | 1 | 1 | 3 | 10 | -3 | 1543 | -14 | -4 | -3 | 1
O=C(O)CCCNC(=O)/C(=C\c1ccc(Cl)cc1)NC(=O)c1ccc(Br)cc1 | 1.1 | 1.1 | 0 | 6 | -6 | 1558 | 0 | -5 | -8 | 2

Screening results deposited in PubChem by several laboratories.
